human PMI inhibitors – MPI inhibition at elevated mannose 6-phosphate – biochemical, fluorescence intensity, high mannose 6-phosphate, primary screen (AID 1220). recombinant PMI enzyme, coupled fluorescence intensity; higher % means a stronger effect. inhibition, % at 20 µM, or IC50 in µM where a hit was titrated. 0.66% of 190,000 active
XIAP antagonists – small molecules displacing peptide from XIAP – biochemical, IAP family, fluorescence polarization (AID 1018); XIAP BIR domain, fluorescence polarization peptide displacement; higher % means a stronger effect; one-dose displacement, % at 20 µM; IC50 in µM for titrated hits; 0.007% of 200,000 active; in the data active = displacement above about 50%; note: a part of the inactive calls stands beside numbers as strong as those of hits
Myeloid diff MLP – myeloid differentiation induction. ER-HoxA9 myeloid progenitors, lysozyme-GFP differentiation, flow cytometry. calls only at 10 µM. 1% of 360,000 active;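 active = normalized GFP-positive differentiation at or above the plate's own cutoff, the solvent-only control mean plus 3 SD; inconclusive = no clear call, values can overlap the other calls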;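 note: cells exposed to compound for four days before flow analysis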
ER stress rescue – protection against thapsigargin-triggered cell killing – 384-well, CSM14.1, ATP luminescence, primary screen (AID 1222). CSM14.1 thapsigargin-induced death rescue, ATP luminescence; higher % means a stronger effect. cellular ATP content (survival), % at 20 µM, or EC50 in µM where a hit was titrated. 190,000 tested, under 10 active;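 active = EC50 below 50 µM in the dose-response confirmation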;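 note: death triggered by thapsigargin at about 15 µM added after 2 h compound pretreatment; cell ATP read after overnight thapsigargin exposure of roughly 18 to 22 hours; normalized against plate controls of thapsigargin alone and 5% DMSO vehicle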
TNAP activation fold – stimulation of alkaline phosphatase TNAP activity – biochemical, luminescent, no phosphate acceptor, uHTS, primary screen (AID 1001); purified TNAP, luminescent activation assay, no phosphate acceptor; higher activation fold means a stronger effect; one-dose activation fold at 20 µM; EC50 in µM for titrated hits; 0.03% of 200,000 active; in the data active = activation fold from about 3, or a potency from the dose series; inactive = the rest, 99 in 100 with activation fold below about 1.6; note: many of its hits are not listed in these tables
LYP phosphatase – PTPN22 lymphoid phosphatase activity blockers – biochemical, fluorescence intensity, uHTS (AID 1779); recombinant LYP phosphatase, fluorescence intensity; higher % means a stronger effect; inhibition, % at 11.5 µM; hits with a dose series show IC50 in µM; 0.054% of 290,000 active;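 note: plate controls were vehicle with enzyme for no effect and no enzyme for full effect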
P. falciparum M17LAP – P. falciparum M17LAP inhibitors, primary screen, biochemical, fluorogenic H-Leu-NHMec substrate, 1536-well (AID 1619) | inhibition, % at 30 µM, or IC50 in µM where a hit was titrated | 0.38% of 220,000 active | recombinant M17LAP, H-Leu-NHMec fluorogenic kinetic assay; higher % means a stronger effect;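 active = compound inhibiting the enzyme by more than half at any dose during confirmatory dose-response retesting; inconclusive = strong single-dose inhibitors picked by rank but not retested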;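 note: plate controls were full reaction with DMSO carrier for no effect and no enzyme background for full effect; strong numbers were not always called active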
human PMI inhibition – MPI enzyme activity inhibition – biochemical, fluorescence intensity, coupled assay, primary screen (AID 1209). purified PMI enzyme, coupled fluorescence intensity; higher % means a stronger effect. one-dose inhibition, % at 20 µM; IC50 in µM for titrated hits. 0.42% of 190,000 active;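 note: plate controls were DMSO vehicle for no effect and wells lacking substrate for full effect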
M1AAP inhibition – malaria alanyl aminopeptidase activity blockers – biochemical, fluorogenic H-Leu-NHMec substrate, 1536-well (AID 1445); recombinant M1AAP, H-Leu-NHMec fluorogenic kinetic assay; higher % means a stronger effect; one-dose inhibition, % at 30 µM; IC50 in µM for titrated hits; 0.42% of 220,000 active;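 active = primary inhibition above the hit cutoff, then over 50% inhibition at one or more dose response concentrations, cut at about 23% in these data, passing the limit was not always enough; inconclusive = conflicting primary data, or primary hits not chosen for dose response; inactive = low primary inhibition, or under 50% at every dose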;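 note: plate controls were DMSO full reaction for no effect and no enzyme background for full effect; strong numbers were not always called active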
Myeloid diff MLP GFP+ MAC1+ % – second read-out of Myeloid diff MLP, no call of its own (marks repeat the call); GFP+ MAC1+ double positive, %; measured here: differentiation confirmed by MAC1 staining
* marks the source's active call; other numbers are inactive results. Cut-off read from the data, not from the text of the source, unless noted: active = inhibition above about 50%; inactive = the rest.

What do the screens show for `N#CCCn1nnc(-c2ccccc2F)n1`?
human PMI inhibitors: 0%; XIAP antagonists: -5.8%; Myeloid diff MLP: inactive; ER stress rescue: -0.6%; TNAP activation fold: 1.2; LYP phosphatase: -5%; P. falciparum M17LAP: 2%; human PMI inhibition: 2%; M1AAP inhibition: 6%; Myeloid diff MLP GFP+ MAC1+ %: 1.0

Results for Cc1csc(NC(=O)C2COc3ccccc3O2)n1 (stereo not drawn) ?
human PMI inhibitors: 10%; XIAP antagonists: -5.0%; Myeloid diff MLP: inactive; ER stress rescue: -3.9%; TNAP activation fold: 1; LYP phosphatase: -4%; P. falciparum M17LAP: -1%; human PMI inhibition: 10%; M1AAP inhibition: 2%; Myeloid diff MLP GFP+ MAC1+ %: 0.6

How did Cc1cc(C(=O)COC(=O)c2cccn2C)c(C)n1Cc1ccco1 do in these assays?
human PMI inhibitors: 3%; XIAP antagonists: -8.2%; Myeloid diff MLP: inactive; ER stress rescue: -1.9%; TNAP activation fold: 1.1; LYP phosphatase: -1%; P. falciparum M17LAP: -4%; human PMI inhibition: 0%; M1AAP inhibition: 0%; Myeloid diff MLP GFP+ MAC1+ %: 1.0

How did Cc1cccc(-n2c(-c3csc4ccccc34)n[nH]c2=S)c1 do in these assays?
human PMI inhibitors: 18%; XIAP antagonists: -4.7%; Myeloid diff MLP: inactive; ER stress rescue: -0.6%; TNAP activation fold: 1; LYP phosphatase: 3%; P. falciparum M17LAP: 13%; human PMI inhibition: 9%; M1AAP inhibition: 5%; Myeloid diff MLP GFP+ MAC1+ %: 0.2

Results for Cn1c(=O)[nH]c(=O)c2c1nc(CN1CCN(c3ccc(F)cc3)CC1)n2CCc1ccccc1 ?
human PMI inhibitors: 2%; XIAP antagonists: -6.9%; Myeloid diff MLP: inactive; ER stress rescue: -0.1%; TNAP activation fold: 1; LYP phosphatase: 0%; P. falciparum M17LAP: -7%; human PMI inhibition: 3%; M1AAP inhibition: -3%; Myeloid diff MLP GFP+ MAC1+ %: 6.8

What do the screens show for `O=C(CN1CCN(Cc2ccccc2Cl)C1=O)NCC1CCCO1` (stereo not drawn)?
human PMI inhibitors: -6%; XIAP antagonists: -6.9%; Myeloid diff MLP: inactive; ER stress rescue: 1.2%; TNAP activation fold: 1; LYP phosphatase: -11%; P. falciparum M17LAP: 7%; human PMI inhibition: -9%; M1AAP inhibition: 3%; Myeloid diff MLP GFP+ MAC1+ %: 1.7

Results for COc1ccc(COc2cc(-c3cccc(OC)c3)nc3ccc(NC(=O)c4ccc(C)cc4)cc23)cc1 ?
human PMI inhibitors: 2%; XIAP antagonists: -4.5%; Myeloid diff MLP: inconclusive; ER stress rescue: -1.5%; TNAP activation fold: 1.1; LYP phosphatase: 1%; P. falciparum M17LAP: -3%; human PMI inhibition: 6%; M1AAP inhibition: 0%

How did CCCN1C(=O)CC(C(=O)OC)=C1C do in these assays?
human PMI inhibitors: 10%; XIAP antagonists: -2.5%; Myeloid diff MLP: inactive; ER stress rescue: 1.9%; TNAP activation fold: 1; LYP phosphatase: -2%; P. falciparum M17LAP: 1%; human PMI inhibition: 19%; M1AAP inhibition: 3%; Myeloid diff MLP GFP+ MAC1+ %: 0.0

How did COc1cc2nc(N(C)CCCNC(=O)C3CCCO3)nc(N)c2cc1OC (stereo not drawn) do in these assays?
human PMI inhibitors: 18%; XIAP antagonists: -1.7%; ER stress rescue: 0.5%; TNAP activation fold: 1; LYP phosphatase: -6%; P. falciparum M17LAP: -10%; human PMI inhibition: 20%; M1AAP inhibition: -1%

How did Cc1cc(NC(=O)c2cc3cccc([N+](=O)[O-])c3[nH]2)ccc1F do in these assays?
Myeloid diff MLP: inactive; LYP phosphatase: -4%; P. falciparum M17LAP: 6%; M1AAP inhibition: 6%; Myeloid diff MLP GFP+ MAC1+ %: 0.2

Results for Cc1cccc(C)c1OCCNC(=O)OCc1ccccc1 ?
human PMI inhibitors: -4%; XIAP antagonists: -5.0%; Myeloid diff MLP: inactive; ER stress rescue: -0.8%; TNAP activation fold: 1.1; LYP phosphatase: 0%; P. falciparum M17LAP: 0%; human PMI inhibition: -1%; M1AAP inhibition: -1%; Myeloid diff MLP GFP+ MAC1+ %: 0.5

What do the screens show for `CC(C)NC(=O)C1CCCN(S(=O)(=O)c2ccc(-n3cnnn3)cc2)C1` (stereo not drawn)?
human PMI inhibitors: -2%; XIAP antagonists: -3.5%; Myeloid diff MLP: inactive; ER stress rescue: -0.1%; TNAP activation fold: 1.1; LYP phosphatase: -1%; P. falciparum M17LAP: -2%; human PMI inhibition: 1%; M1AAP inhibition: 4%; Myeloid diff MLP GFP+ MAC1+ %: 2.3

Results for Nc1ccccc1SC(C[N+](=O)[O-])c1ccccc1 (stereo not drawn) ?
Myeloid diff MLP: inactive; LYP phosphatase: -4%; P. falciparum M17LAP: 12%; M1AAP inhibition: -1%; Myeloid diff MLP GFP+ MAC1+ %: 1.1

Results for CC(NC(=O)c1cc2ccccc2o1)c1cccs1 (stereo not drawn) ?
human PMI inhibitors: 8%; XIAP antagonists: -4.6%; Myeloid diff MLP: inactive; ER stress rescue: 0.4%; TNAP activation fold: 1.1; LYP phosphatase: -12%; P. falciparum M17LAP: -6%; human PMI inhibition: 13%; M1AAP inhibition: 0%; Myeloid diff MLP GFP+ MAC1+ %: 4.4

How did O=C(CNC(=O)c1ccccc1)NCC1COc2ccccc2O1 (stereo not drawn) do in these assays?
human PMI inhibitors: -4%; XIAP antagonists: -3.4%; Myeloid diff MLP: inactive; ER stress rescue: -5.1%; TNAP activation fold: 1.2; LYP phosphatase: -10%; P. falciparum M17LAP: 17%; human PMI inhibition: -2%; M1AAP inhibition: 5%; Myeloid diff MLP GFP+ MAC1+ %: 1.3

Results for O=c1[nH]nc(SCc2ccccc2)c(=O)[nH]1 ?
human PMI inhibitors: 4%; XIAP antagonists: -5.9%; Myeloid diff MLP: inactive; ER stress rescue: 1.3%; TNAP activation fold: 0.8; LYP phosphatase: -2%; P. falciparum M17LAP: 6%; human PMI inhibition: 8%; M1AAP inhibition: 10%; Myeloid diff MLP GFP+ MAC1+ %: 0.3

How did O=C(O)c1cnc(-c2ccccc2)nc1Sc1ccccc1 do in these assays?
human PMI inhibitors: -19%; XIAP antagonists: -7.3%; Myeloid diff MLP: inactive; ER stress rescue: 0.1%; TNAP activation fold: 1.1; LYP phosphatase: -1%; P. falciparum M17LAP: -1%; human PMI inhibition: -6%; M1AAP inhibition: -5%; Myeloid diff MLP GFP+ MAC1+ %: 0.6

How did COc1ccc(-c2c(C(C)=O)c(C)nc3sc4c(=O)n(-c5ccc(C)cc5)nnc4c23)cc1 do in these assays?
human PMI inhibitors: 2%; XIAP antagonists: -2.8%; ER stress rescue: 34%; TNAP activation fold: 0.9; LYP phosphatase: 10%; P. falciparum M17LAP: -11%; human PMI inhibition: -2%; M1AAP inhibition: 9%

How did Cc1onc(-c2ccccc2)c1C(=O)Nc1cccnc1 do in these assays?
human PMI inhibitors: -4%; XIAP antagonists: -6.1%; Myeloid diff MLP: inactive; ER stress rescue: -2.4%; TNAP activation fold: 1.1; LYP phosphatase: -11%; P. falciparum M17LAP: -11%; human PMI inhibition: -2%; M1AAP inhibition: 5%; Myeloid diff MLP GFP+ MAC1+ %: 0.7

What do the screens show for `CCOC(=O)c1ccc(NC(=O)C(C)N2C(=O)c3ccccc3C2=O)cc1` (stereo not drawn)?
human PMI inhibitors: 5%; XIAP antagonists: -3.5%; Myeloid diff MLP: inactive; ER stress rescue: 3.8%; TNAP activation fold: 1.2; LYP phosphatase: -10%; P. falciparum M17LAP: 6%; human PMI inhibition: -4%; M1AAP inhibition: 4%; Myeloid diff MLP GFP+ MAC1+ %: 7.8

How did CC(C)Cn1c(=O)c(C(=O)Nc2cnccn2)c(O)c2ccccc21 do in these assays?
human PMI inhibitors: 6%; XIAP antagonists: -12%; Myeloid diff MLP: inactive; ER stress rescue: -1.5%; TNAP activation fold: 1; LYP phosphatase: -6%; P. falciparum M17LAP: 4%; human PMI inhibition: 9%; M1AAP inhibition: -3%; Myeloid diff MLP GFP+ MAC1+ %: 1.5

How did CCCCOc1ccc(CC(=O)NCC(=O)O)cc1 do in these assays?
human PMI inhibitors: 13%; XIAP antagonists: -8.7%; Myeloid diff MLP: inactive; ER stress rescue: -1.9%; TNAP activation fold: 1.1; LYP phosphatase: -4%; P. falciparum M17LAP: 4%; human PMI inhibition: 10%; M1AAP inhibition: 4%; Myeloid diff MLP GFP+ MAC1+ %: 0.3

What do the screens show for `COC(=O)N/N=C/c1cccnc1`?
human PMI inhibitors: -2%; XIAP antagonists: -4.1%; Myeloid diff MLP: inactive; ER stress rescue: 0.3%; TNAP activation fold: 1; LYP phosphatase: -8%; P. falciparum M17LAP: 4%; human PMI inhibition: -2%; M1AAP inhibition: 7%; Myeloid diff MLP GFP+ MAC1+ %: 0.7

How did CCCN(CC1CCCO1)C(=O)CCc1nnc(-c2cc(C)on2)o1 (stereo not drawn) do in these assays?
human PMI inhibitors: 0%; XIAP antagonists: 2.1%; Myeloid diff MLP: inactive; ER stress rescue: -1.3%; TNAP activation fold: 1.1; LYP phosphatase: -6%; P. falciparum M17LAP: -3%; human PMI inhibition: 3%; M1AAP inhibition: 6%; Myeloid diff MLP GFP+ MAC1+ %: 0.6

Results for Cc1nc(NC(=O)CCCC(=O)Nc2nc(C)c(C)s2)sc1C ?
human PMI inhibitors: 17%; XIAP antagonists: -9.3%; Myeloid diff MLP: inactive; ER stress rescue: -2.1%; TNAP activation fold: 1.1; LYP phosphatase: -2%; P. falciparum M17LAP: 1%; human PMI inhibition: 22%; M1AAP inhibition: 2%; Myeloid diff MLP GFP+ MAC1+ %: 0.6

What do the screens show for `O=C(CCN1C(=O)c2ccccc2C1=O)N1CCCCCC1`?
human PMI inhibitors: -4%; XIAP antagonists: -1.0%; Myeloid diff MLP: inactive; ER stress rescue: -1.1%; TNAP activation fold: 1; LYP phosphatase: 0%; P. falciparum M17LAP: 0%; human PMI inhibition: -1%; M1AAP inhibition: 7%; Myeloid diff MLP GFP+ MAC1+ %: 1.2

Results for COc1ccc(-c2ccc(CCC(=O)O)n2CC(=O)Nc2cccc(OC)c2)cc1 ?
human PMI inhibitors: -2%; XIAP antagonists: -9.0%; Myeloid diff MLP: inactive; ER stress rescue: -15%; TNAP activation fold: 0.9; LYP phosphatase: 4%; P. falciparum M17LAP: -2%; human PMI inhibition: -4%; M1AAP inhibition: 2%; Myeloid diff MLP GFP+ MAC1+ %: 0.6

Screening data (PubChem)

The order is random; overall some 2.7% were active at least once.
